FXIa inh mix: blocks human factor XIa in pooled compound mixtures | P03951 | purified FXIa, fluorogenic substrate | inhibition, % at 5 µM | 62,000 compounds, 0.19% hits | AID 680;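 further: each value is inhibition by a whole ten-compound pool holding the compound; 0% = enzyme with no mixture and 100% = wells lacking enzyme; strong numbers were not always called active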
CatB block: inhibitors of human cathepsin B. AID 453. 63,000 compounds, 0.1% hits. inhibition, %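 (tested at 10 µM)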. purified cathepsin B, fluorogenic substrate, fluorescence. P07858; in the data active means inhibition above about 21%;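 further: 0% = enzyme with no compound and 100% = no enzyme blank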
Cathepsin G inh: cathepsin G (human) inhibition; P08311; purified enzyme, AMC-tetrapeptide fluorescence, pooled mixtures; inhibition, % at 5 µM (by protocol); 62,000 compounds, 0.2% hits; AID 581;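 active means inhibition above 20% in each of the two mixture wells holding the compound; inactive means inhibition of 20% or less in either well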;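 further: 0% = enzyme control without mixture and 100% = blank lacking enzyme; strong numbers were not always called active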
Target sequence (P08311 21-244 limits assumed): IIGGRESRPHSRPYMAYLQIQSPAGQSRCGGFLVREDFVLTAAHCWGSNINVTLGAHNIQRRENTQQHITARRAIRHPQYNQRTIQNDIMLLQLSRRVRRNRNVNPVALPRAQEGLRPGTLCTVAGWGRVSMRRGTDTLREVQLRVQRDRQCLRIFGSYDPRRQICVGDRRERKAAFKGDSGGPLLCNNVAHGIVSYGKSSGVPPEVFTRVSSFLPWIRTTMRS
FXIIa inh mix: factor XIIa (human) inhibition, mixture screen; P00748; 62,000 compounds, 0.2% hits; purified FXIIa, fluorogenic substrate, pooled mixtures; inhibition, % at 5 µM; AID 684;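 further: 0% = enzyme without compound and 100% = no enzyme blank; some results filed as inactive read as strong as hits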
Target sequence (P00748 20-372 limits assumed): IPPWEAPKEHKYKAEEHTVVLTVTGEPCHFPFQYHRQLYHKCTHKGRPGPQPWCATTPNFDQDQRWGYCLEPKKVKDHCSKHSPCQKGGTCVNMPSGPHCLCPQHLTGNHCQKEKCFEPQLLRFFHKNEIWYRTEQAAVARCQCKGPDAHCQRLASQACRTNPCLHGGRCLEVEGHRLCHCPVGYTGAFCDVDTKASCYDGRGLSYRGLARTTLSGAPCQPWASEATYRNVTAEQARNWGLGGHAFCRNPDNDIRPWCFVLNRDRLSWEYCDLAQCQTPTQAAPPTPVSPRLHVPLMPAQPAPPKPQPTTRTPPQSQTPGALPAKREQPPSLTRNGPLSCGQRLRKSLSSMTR
Target sequence (P00748 373-615 limits assumed): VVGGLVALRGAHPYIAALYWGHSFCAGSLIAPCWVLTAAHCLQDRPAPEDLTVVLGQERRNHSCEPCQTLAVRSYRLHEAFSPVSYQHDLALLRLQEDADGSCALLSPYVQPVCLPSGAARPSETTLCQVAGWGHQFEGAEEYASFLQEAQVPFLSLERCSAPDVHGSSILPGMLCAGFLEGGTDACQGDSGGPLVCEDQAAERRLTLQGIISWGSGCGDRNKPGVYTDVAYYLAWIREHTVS
A340 absorber: absorbance at 340 nm | 65,000 tested, under 10 active | compound absorbance at 340 nm, fold over control | fold change at 10 µM | AID 708;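 active means at 10 µM dose, initial 340 nm absorbance at least 2 fold that of control wells; inactive means change under 2 fold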;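 further: initial absorbance extrapolated from kinetic A340 decline of NADH oxidation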
CatL block: inhibitors of human cathepsin L. P07711. purified cathepsin L, fluorogenic substrate, fluorescence. inhibition, %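 (tested at 10 µM)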. 58,000 compounds, 0.17% hits. AID 460; in the data active means inhibition above about 45%;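 further: 0% = enzyme with no compound and 100% = no enzyme blank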
Target sequence (P07711 114-288 limits assumed): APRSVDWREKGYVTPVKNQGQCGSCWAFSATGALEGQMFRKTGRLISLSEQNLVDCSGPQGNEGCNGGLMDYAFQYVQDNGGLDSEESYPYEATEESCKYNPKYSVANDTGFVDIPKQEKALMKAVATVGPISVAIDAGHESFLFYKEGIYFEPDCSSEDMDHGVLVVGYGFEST
Target sequence (P07711 292-333 limits assumed): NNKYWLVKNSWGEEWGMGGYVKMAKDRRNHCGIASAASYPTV
C1s inh: blocks human complement C1s protease activity | purified C1s, fluorogenic AMC substrate, pooled mixtures | mean inhibition % of two 10-compound mixtures (stronger effect = higher value), % at 5 µM (by protocol) | 62,000 compounds, 0.16% hits | AID 538;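 active means inhibition above 20% in each of the two 10-compound mixture wells holding the compound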;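 further: 0% = enzyme wells lacking compound mixture and 100% = no-enzyme blank wells; some compounds called inactive have numbers as strong as hits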
CatB mix inh: inhibitors of human cathepsin B in compound mixtures. AID 488. Purified cathepsin B, AMC dipeptide fluorescence. inhibition, %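 (ten-compound pools at 5 µM per compound and 50 µM total)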. 62,000 compounds, 0.06% hits; in the data active means inhibition above about 22%, passing the limit was not always enough;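 further: 0% = enzyme without compound and 100% = no enzyme blank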
CatS inh: inhibitors of human cathepsin S; recombinant cathepsin S, AMC dipeptide fluorescence, pooled mixtures; P25774; inhibition, %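 (tested at 5 µM per compound within 10-compound mixtures)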; 62,000 compounds, 0.06% hits; in the data active means inhibition above about 32%, passing the limit was not always enough;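 further: 0% = enzyme without compound and 100% = blank without enzyme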
Numbers without * were called inactive; · = no result given. Unless noted, no stated cut-off is given here; in the data, active means inhibition above about 20% (passing the limit was not always enough); inactive means the rest.

The opening 2 compounds, to show the layout:
SMILES	FXIa inh mix	CatB block	Cathepsin G inh	FXIIa inh mix	A340 absorber	CatL block	C1s inh	CatB mix inh	CatS inh
CCCn1c(SCC(=O)Nc2nnc(CC)s2)nnc1-c1ccco1	12	2	0	-21	0.98	15	4	-1	7
C=CCn1c(SCCOC)nc2c1c(=O)[nH]c(=O)n2C	8	2	-3	4	1	12	-11	1	-8

All compounds of this part, previewed entries included:
SMILES	FXIa inh mix	CatB block	Cathepsin G inh	FXIIa inh mix	A340 absorber	CatL block	C1s inh	CatB mix inh	CatS inh
CCCn1c(SCC(=O)Nc2nnc(CC)s2)nnc1-c1ccco1	12	2	0	-21	0.98	15	4	-1	7
C=CCn1c(SCCOC)nc2c1c(=O)[nH]c(=O)n2C	8	2	-3	4	1	12	-11	1	-8
CCCn1c(SCc2nc(-c3cccs3)no2)nnc1-c1ccncc1	11	-3	-1	-1	1	-1	-25	7	-1
Cc1ccc(Nc2nc(CSc3nnnn3C)cs2)cc1	1	1	11	2	0.98	4	12	2	2
CCOc1ccc(-c2nnc3ccc(SCC(=O)NCc4ccco4)nn23)cc1	3	0	-1	6	1	0	-1	-1	5
Cc1[nH]nc2c1C1(C(=O)N(Cc3ccc(Cl)cc3)c3ccccc31)C(C#N)=C(N)O2 (stereo not given)	-37	2	-24	-18	0.99	4	-25	-9	-20
O=C(c1c(F)c(F)c(F)c(F)c1F)N1CCN(c2cccc(C(F)(F)F)c2)CC1	10	3	4	0	1	9	4	8	-6
CC(=O)NC(N1CCCCC1)C(F)(F)C(F)(F)C(F)(F)C(F)F (stereo not given)	0	·	12	1	1	·	5	3	6
O=C(CN1C(=O)c2ccccc2S1(=O)=O)NCCSc1ccccc1	4	-1	1	3	1	20	-1	-2	11
CCOC(=O)C1(C)NC(c2cc(OC)c(OC)c(OC)c2)C2C(=O)N(CC)C(=O)C21 (stereo not given)	-2	4	16	1	0.96	-2	15	3	6
Cc1ccc(NC(=O)c2ccco2)cc1NC(=O)CSc1nnc(-c2cccs2)n1C	-3	2	12	-2	1	10	2	-10	3
CCOC(=O)c1oc2c(C)c(O)ccc2c(=O)c1-c1nncn1-c1ccccc1	4	-1	-10	3	1.1	5	-28	2	-3
Cc1nn(-c2ccccc2)c2c1C1(C(=O)N(C)c3ccccc31)N(c1ccccc1)C(=O)N2 (stereo not given)	5	5	5	14	1	-2	15	0	-1
Cc1cc(C(=O)Nc2c(C)nn(Cc3ccccc3Cl)c2C)no1	7	-2	10	12	0.96	3	14	5	4
O=C(CN1CCOCC1)Nc1ccccc1NC(=O)C1CCN(c2ncccn2)CC1	-1	2	5	13	1	11	-14	-3	-6
O=C(CCCOc1ccccc1)Nc1ccc2c(c1)OCCO2	3	2	-5	8	1	13	3	0	-4
COc1ccc(CCCc2nnc(SCC(=O)Nc3nc(C)cs3)n2C)cc1	-5	5	10	6	0.99	8	-3	2	13
Cc1nc(NC(=O)c2oc3ccccc3c2C)sc1C(=O)N(C)C	6	7	10	4	1.3	16	13	2	12
O=C(OCC1COc2ccccc2O1)c1ccccc1F (stereo not given)	3	1	11	3	1	-7	17	3	-3
CN1CCN(C(=O)c2cc3nc(-c4ccc(F)cc4)cc(C(F)(F)F)n3n2)CC1	6	2	6	-3	1.1	·	1	2	3
CCC(Sc1nncn1C)C(=O)Nc1nnc(-c2ccc(Cl)cc2)s1 (stereo not given)	0	6	10	16	1.2	·	12	-1	4
CCOc1ccc(C(=O)C2CCN(C(=O)c3ccccc3C(=O)O)CC2)cc1	2	-2	12	3	1	-1	4	-3	0
CCOc1ccc(C(=O)Nc2cc(OC)ccc2OC)cc1	4	7	11	-2	1	5	11	4	0
Cc1nc2ccccn2c1/C(O)=C1\C(=O)C(=O)N(CCN2CCOCC2)C1c1cccs1 (stereo not given)	3	4	0	2	1	3	6	4	10
CC1CCC(NC(=O)CN2CCCN(Cc3ccc(F)cc3Cl)C2=O)CC1 (stereo not given)	11	0	3	-6	1	1	2	0	-2
CCc1nn(CC(=O)NCCCN(CC)Cc2ccccc2)c(=O)c2cc3sccc3n12	5	-1	3	5	1	24	1	-1	1
CCOC(=O)c1c(C)oc2c(F)c(F)c(F)c(F)c2c1=O	-6	1	1	-3	0.95	6	2	0	12
O=C(COC(=O)CNC(=O)c1ccc(Br)o1)Nc1ccc2c(c1)OCCO2	7	2	6	3	1	14	-11	1	-3
O=C(C1CCCN(S(=O)(=O)Cc2ccccc2)C1)N1CCc2ccccc21 (stereo not given)	15	-3	22	0	1.1	11	1	-2	4
CC1(C)CC2(CCO1)N1CC3(C)CN2CC(C)(C1)C3O (stereo not given)	-17	1	-20	8	1.1	4	-35	-16	-15
CC(C)c1[nH]nc2c1C(c1cccnc1)C(C#N)=C(N)O2 (stereo not given)	0	4	5	-16	1	-9	-15	1	-11
CCN1CCN(C(=O)c2cn(CCOC)c(=O)c3c2c2ccccc2n3C)CC1	-3	4	0	2	1	0	-3	3	9
CC(=O)Cc1nsc(NC(=O)c2ccc(-c3ccc(Cl)c(C(F)(F)F)c3)o2)n1	3	-1	9	4	1.1	1	12	3	0
CCOCCCNC(=O)C1CCN(S(=O)(=O)N2CCCCC2)CC1	12	4	9	7	1	-9	-2	0	-2
COc1ccccc1C(c1nnnn1C1CCCC1)N1CCN2CCCC2C1 (stereo not given)	2	3	0	6	0.98	22	-1	1	5
CCOC(=O)N1CCC(NS(=O)(=O)c2cc(Br)cnc2N)CC1	1	6	-1	3	1	5	-5	3	10
CCCCSc1nnc([C@@H]2CCCN2C(=O)OC(C)(C)C)o1	1	3	15	-1	1	4	18	4	-2
O=C(Oc1ccc(OC(=O)N2CCCCC2)cc1)c1ccccc1	7	-4	2	5	1.2	-1	1	-6	-13
O=C(NC1CCCc2ccccc21)C1CCC(CNc2c(N3CCOCC3)c(=O)c2=O)CC1 (stereo not given)	6	3	5	-15	1	12	12	-1	-14
Fc1ccc(C(c2nnnn2C2CCCC2)N2CCN(Cc3ccncc3)CC2)cc1 (stereo not given)	-24	-1	-7	-20	0.99	21	-133	-7	-17
COc1ccc(CN=CC2=C(O)CC(C)(C)CC2=O)cc1	12	11	12	2	1	19	15	5	11
Cc1nc2c(c(=O)n1CCC1=CCCCC1)c1nc3ccccc3nc1n2/N=C/c1ccco1	-10	-4	-3	10	1.1	-8	-90	-2	-15
O=C(CCCOc1ccccc1)Nc1nccs1	5	-7	0	3	1	-5	1	13	-6
COc1ccccc1CNC(=O)CNCC1CCCO1 (stereo not given)	3	0	1	-20	1.1	-2	-10	0	5
CCOC(=O)c1[nH]c(=O)c2ccccc2c1O	-3	0	4	-18	1	-20	2	2	13
O=C(NC12CC3CC(CC(C3)C1)C2)c1cc2nc(-c3ccco3)cc(C(F)(F)F)n2n1	0	2	8	6	1	·	-1	3	13
CC(C)c1ccc(OC(=O)NCCO)cc1	7	5	13	0	1.1	-11	8	5	-4
CC(C)C[C@H](NC(=O)NCc1ccccc1Cl)C(=O)O	11	1	0	4	1	-6	0	-1	14
COc1ccccc1Oc1ccc2c(c1)C(=O)N(c1cccc(O)c1)C2=O	2	4	1	8	1	-4	6	3	16
COc1ccc(C2C(C#N)=C(N)OC3=C2C(=O)CC(C)C3)c(OC)c1OC (stereo not given)	-8	4	-14	4	0.99	2	-27	6	9
O=C1NC(c2ccccn2)Nc2sc3c(c21)CCC3 (stereo not given)	7	5	8	-21	1.1	-5	13	2	2
COc1ccc(OCC(=O)Nc2ccc(S(=O)(=O)Nc3cc(C)nc(C)n3)cc2)cc1	8	2	7	1	1	·	15	2	-3
CCOC(=O)N1C(=O)c2cc(OC)ccc2S1(=O)=O	2	4	11	6	1	16	11	4	9
COc1ccc(OC)c(S(=O)(=O)Nc2cc(Cl)cc(Cl)c2)c1	-5	3	11	-6	1	-6	5	2	-3
Cc1cccc2cc3c(NC(=O)CC(C)C)nn(C)c3nc12	-2	1	-5	0	1	-33	-39	-3	-8
CCCc1nn(C)c2c1C(c1ccncc1)C(C#N)=C(N)O2 (stereo not given)	-3	0	1	0	0.98	14	1	3	8
CCn1c(SCC(=O)Nc2nccs2)nnc1-c1ccc(S(=O)(=O)N2CCCCC2)cc1	4	-3	-33	-1	1	0	1	6	-2
CCOc1cccc(OCCCNCCCOC)c1	3	4	8	7	1.1	2	-3	5	-1
CCn1c(SCC(=O)N2CCCc3ccccc32)nnc1-c1c[nH]c2ccccc12	-26	-4	-20	-18	1	9	-124	-16	-17
Cc1[nH]c2ccc(-c3n[nH]c(=S)n3C)cc2c1C	8	-4	-2	-5	1.1	-7	0	1	5
Going on with the list.
SMILES	FXIa inh mix	CatB block	Cathepsin G inh	FXIIa inh mix	A340 absorber	CatL block	C1s inh	CatB mix inh	CatS inh
COc1ccc(CC(=O)NC(C)c2nnc(SCC(=O)Nc3nc(C)cs3)n2C)cc1 (stereo not given)	9	2	-10	-16	1	7	-2	1	17
O=c1c2ccccc2c(C=Nc2ccc(Cl)cn2)c(O)n1-c1cc(Cl)ccc1N1CCOCC1	3	4	4	-19	1	-7	0	-7	-11
CC(C)OCC(O)Cn1c(N2CCCC2)nc2c1c(=O)[nH]c(=O)n2C (stereo not given)	7	-2	4	5	1	-5	6	7	-1
COc1cc(NC(=O)c2ccc(Cl)cc2)c(OC)cc1NC(=O)CN1CCOCC1	-2	3	9	1	1	5	-15	-5	5
CN(C)C(=O)c1ccc(NC(=O)c2cncc(Br)c2)cc1	9	-5	-5	4	1.1	-4	2	4	-9

Given with the structure last: entries from further up.
| FXIa inh mix | CatB block | Cathepsin G inh | FXIIa inh mix | A340 absorber | CatL block | C1s inh | CatB mix inh | CatS inh | SMILES |
| --- | --- | --- | --- | --- | --- | --- | --- | --- | --- |
| 8 | 2 | 7 | 1 | 1 | · | 15 | 2 | -3 | COc1ccc(OCC(=O)Nc2ccc(S(=O)(=O)Nc3cc(C)nc(C)n3)cc2)cc1 |
| 2 | 4 | 11 | 6 | 1 | 16 | 11 | 4 | 9 | CCOC(=O)N1C(=O)c2cc(OC)ccc2S1(=O)=O |
| -5 | 3 | 11 | -6 | 1 | -6 | 5 | 2 | -3 | COc1ccc(OC)c(S(=O)(=O)Nc2cc(Cl)cc(Cl)c2)c1 |
| -2 | 1 | -5 | 0 | 1 | -33 | -39 | -3 | -8 | Cc1cccc2cc3c(NC(=O)CC(C)C)nn(C)c3nc12 |
| -3 | 0 | 1 | 0 | 0.98 | 14 | 1 | 3 | 8 | CCCc1nn(C)c2c1C(c1ccncc1)C(C#N)=C(N)O2 (stereo not given) |
| 4 | -3 | -33 | -1 | 1 | 0 | 1 | 6 | -2 | CCn1c(SCC(=O)Nc2nccs2)nnc1-c1ccc(S(=O)(=O)N2CCCCC2)cc1 |
| 3 | 4 | 8 | 7 | 1.1 | 2 | -3 | 5 | -1 | CCOc1cccc(OCCCNCCCOC)c1 |
| -26 | -4 | -20 | -18 | 1 | 9 | -124 | -16 | -17 | CCn1c(SCC(=O)N2CCCc3ccccc32)nnc1-c1c[nH]c2ccccc12 |
| 8 | -4 | -2 | -5 | 1.1 | -7 | 0 | 1 | 5 | Cc1[nH]c2ccc(-c3n[nH]c(=S)n3C)cc2c1C |
| 9 | 2 | -10 | -16 | 1 | 7 | -2 | 1 | 17 | COc1ccc(CC(=O)NC(C)c2nnc(SCC(=O)Nc3nc(C)cs3)n2C)cc1 (stereo not given) |
| 3 | 4 | 4 | -19 | 1 | -7 | 0 | -7 | -11 | O=c1c2ccccc2c(C=Nc2ccc(Cl)cn2)c(O)n1-c1cc(Cl)ccc1N1CCOCC1 |
| 7 | -2 | 4 | 5 | 1 | -5 | 6 | 7 | -1 | CC(C)OCC(O)Cn1c(N2CCCC2)nc2c1c(=O)[nH]c(=O)n2C (stereo not given) |
| -2 | 3 | 9 | 1 | 1 | 5 | -15 | -5 | 5 | COc1cc(NC(=O)c2ccc(Cl)cc2)c(OC)cc1NC(=O)CN1CCOCC1 |
| 9 | -5 | -5 | 4 | 1.1 | -4 | 2 | 4 | -9 | CN(C)C(=O)c1ccc(NC(=O)c2cncc(Br)c2)cc1 |

Source: PubChem BioAssay (several laboratories)

This is a subset (hit frequency here may not be typical).
